Screening results from PubChem BioAssay.
SRC3 inh: inhibitors of human steroid receptor coactivator 3 (SRC3) | HEK293 GAL4-SRC3 luciferase reporter, luminescence | inhibition, % at 3.6 µM | 0.17% of 360,000 active;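 active means inhibition above a per-campaign cutoff, the mean of all compounds plus 3 SD, cut at about 60% in these data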;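 further: 0% = DMSO-treated cells and 100% = gossypol-treated cells at 36 µM; higher means less SRC3-driven luciferase light from the GAL4 reporter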
TWEAK Fn14 block: TWEAK-Fn14 signaling inhibition. TWEAK-stimulated Fn14 reporter cells, luciferase luminescence, 8 h. inhibition, % at 10 µM. 2% of 360,000 active. AID 1159606; in the data active means inhibition above about 50%
EBV LMP1 NFkB: reduces LMP1-driven NF-kappaB luciferase signal | LMP1-induced NF-kappaB luciferase reporter cells, luminescence | inhibition, % at 12.5 µM | 0.69% of 350,000 active | AID 504558; in the data active means inhibition above about 41%;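 further: 0% = neutral control wells and 100% = reference inhibitor control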
C8 TRAIL sens: caspase-8 TRAIL sensitization. inhibition (viability loss, TRAIL sensitization), % at 10 µM. 1% of 360,000 active. AID 624354. NB7+C8 cells + TRAIL, ATPlite viability luminescence;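 active means compounds causing at least 50% loss of cell viability in the single-dose screen, relative to plate controls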
LRH-1 inv ag: NR5A2 inverse agonism in reporter assay; HEK293T StAR-luciferase reporter, LRH-1 transfected, 24 h; O00482; 0.13% of 360,000 active; inhibition, % at 3.6 µM; AID 602396;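 active means inhibition above the mean inhibition of all tested compounds plus 3 SD, cut at about 73% in these data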;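 further: 0% = DMSO wells and 100% = reporter-only cells lacking LRH-1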
SRC1 inh: inhibitors of human steroid receptor coactivator 1 (SRC1) | Q15788 | HEK293 GAL4-SRC1 luciferase reporter, luminescence | inhibition, % at 3.6 µM | 0.12% of 360,000 active | AID 588354;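 active means inhibition above the campaign mean plus 3 SD, with each screening campaign given its own cutoff, cut at about 60% in these data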;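 further: 0% = DMSO treated cells and 100% = gossypol at 36 µM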
COUP-TFII inh: blocks human COUP-TFII nuclear receptor | inhibition, % at 8.6 µM | 0.7% of 370,000 active | P24468 | AID 686940 | HEK293T NGFI-A luciferase reporter, luminescence;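 active means inhibition above a per-plate cutoff, mean inhibition of test wells between control levels plus 3 SD, cut at about 38% in these data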;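 further: cells cotransfected with COUP-TFII expression vector driving the NGFI-A reporter; 0% = median of COUP-TF2 test wells and 100% = reporter-only cells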
Target sequence (P24468 whole entry, looked up): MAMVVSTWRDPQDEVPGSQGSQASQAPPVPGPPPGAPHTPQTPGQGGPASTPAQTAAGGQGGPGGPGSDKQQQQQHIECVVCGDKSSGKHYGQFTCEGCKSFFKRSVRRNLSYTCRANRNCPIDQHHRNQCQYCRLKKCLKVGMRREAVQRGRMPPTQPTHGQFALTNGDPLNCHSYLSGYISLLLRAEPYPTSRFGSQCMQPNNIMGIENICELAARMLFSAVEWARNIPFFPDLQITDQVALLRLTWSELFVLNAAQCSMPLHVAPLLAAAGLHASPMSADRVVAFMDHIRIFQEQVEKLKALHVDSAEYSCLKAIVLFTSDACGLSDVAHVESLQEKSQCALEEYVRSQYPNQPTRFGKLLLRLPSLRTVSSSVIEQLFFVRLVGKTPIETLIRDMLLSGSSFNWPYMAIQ
NOD2-RIPK2 inh: NOD2-RIPK2 protein interaction inhibition. O43353. CHO BLA complementation NOD2-RIPK2, CCF4 ratio. inhibition, % at 4.98 µM. 0.38% of 360,000 active. AID 624267; in the data active means inhibition above about 21%;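 further: 0% = vehicle only and 100% = reference blocker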
Target sequence (O43353 whole entry, looked up): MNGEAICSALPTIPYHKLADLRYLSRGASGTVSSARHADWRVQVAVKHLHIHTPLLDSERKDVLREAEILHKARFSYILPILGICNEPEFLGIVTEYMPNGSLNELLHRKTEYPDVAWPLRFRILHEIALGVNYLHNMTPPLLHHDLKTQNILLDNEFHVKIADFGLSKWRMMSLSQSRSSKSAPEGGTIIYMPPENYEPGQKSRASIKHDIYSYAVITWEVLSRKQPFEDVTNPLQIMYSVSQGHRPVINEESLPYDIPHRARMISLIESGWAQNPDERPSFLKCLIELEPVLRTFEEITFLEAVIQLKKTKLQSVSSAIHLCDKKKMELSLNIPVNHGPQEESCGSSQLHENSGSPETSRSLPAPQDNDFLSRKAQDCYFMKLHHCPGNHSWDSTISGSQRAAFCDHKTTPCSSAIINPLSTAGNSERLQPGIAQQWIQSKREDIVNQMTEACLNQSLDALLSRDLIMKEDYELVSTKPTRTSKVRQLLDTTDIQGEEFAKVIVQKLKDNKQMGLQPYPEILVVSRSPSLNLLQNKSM
TROY NFkB inh: blocks TROY-dependent signaling in reporter cells; Q293 LMP1-TROYcd NF-kB luciferase reporter, 4 h; inhibition, % at 10 µM; 0.98% of 360,000 active;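 active means compounds whose plate-normalised and pattern-corrected inhibition of the luciferase reporter signal at the single screening dose is 50% or more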
TLR9-MyD88 block: TLR9-MyD88 interaction inhibition; Q9NR96+Q99836; inhibition, % at 4.98 µM; CHO BLA complementation TLR9-MyD88, CCF4 FRET ratio; AID 504734; 0.21% of 340,000 active;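 active means inhibition above the mean over all tested compounds plus 3 SD, cut at about 21% in these data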;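 further: 0% = DMSO only wells and 100% = clavulanate BLA inhibitor control wells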
NCOA2 inhibitor: human SRC2 (NCOA2) inhibition; AID 651957; Q15596; inhibition, % at 9 µM; 0.17% of 370,000 active; HEK293 GAL4-SRC2 luciferase reporter, luminescence;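 active means inhibition above the mean inhibition of all tested compounds plus 3 SD, set per campaign, cut at about 52% in these data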;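 further: 0% = DMSO treated cells and 100% = cells given Gossypol at 36 µM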
* marks the source's active call; other numbers are inactive results; . = not tested or not shown. A portion of the library; the hit share may differ from the screen's.

SMILES	SRC3 inh	TWEAK Fn14 block	EBV LMP1 NFkB	C8 TRAIL sens	LRH-1 inv ag	SRC1 inh	COUP-TFII inh	NOD2-RIPK2 inh	TROY NFkB inh	TLR9-MyD88 block	NCOA2 inhibitor
COC(=O)C1=C(N)Oc2cc(C)n(C)c(=O)c2C1c1ccc(Cl)cc1 (stereo not drawn)	2	13	-85	11	-8	14	-1	-2	-20	-8	1
CN1C(=O)SC(Nc2ccccc2)C1=O (stereo not drawn)	-12	-3	2	-6	-18	-7	-15	4	-10	-6	-11
O=C(CN(Cc1ccc2c(c1)OCO2)C(=O)CNS(=O)(=O)c1ccccc1)NCc1ccco1	12	-7	-5	3	8	-3	14	1	7	2	-5
O=C(Nc1cccc2cccnc12)c1ccc(Cl)cc1	-53	-9	-26	-5	-4	-26	4	-1	-43	-4	-40
CCC(CC)C(=O)OCC(=O)Nc1cccc(S(=O)(=O)N(C)c2ccccc2)c1	-16	15	-4	10	-11	6	-5	-3	7	.	19
CC(NC(=O)c1cc2c(s1)CCCC2)C(C)(C)C (stereo not drawn)	-43	-5	3	27	2	-1	-14	-2	-16	-1	-4
Cc1ccc(/C=C/C(=O)Nc2cc(S(=O)(=O)N3CCOCC3)ccc2N2CCOCC2)cc1	-13	9	3	13	-7	-21	-15	-5	5	6	-9
COc1cc(SC)ccc1C(=O)NC1CCCc2ccccc21 (stereo not drawn)	-12	-3	7	-8	-23	10	13	-6	10	-7	-14
O=C(COC(=O)/C=C/c1ccccc1)NC1CCCCCC1	-32	3	-2	27	4	-72	-17	-1	-4	-5	-13
COc1cc(CO)c(Br)cc1OCC(N)=O	-7	-1	0	-8	-7	-9	1	-8	5	-8	-2
COCCCN1C(=O)C(O)=C(C(=O)c2ccc(C)o2)C1c1cccc(Br)c1 (stereo not drawn)	6	-4	-5	-30	10	-9	16	-2	9	7	-11
COC(=O)c1c(C#N)c(N)nc2c1CCCC2	-5	12	-4	4	0	-21	7	-6	20	-6	8
C=CCN1CC(C)/C(=N\O)CC1C (stereo not drawn)	11	1	1	-10	2	-25	15	-12	10	-13	-3
COCCCN1C(=O)/C(=C/c2ccc(CNS(=O)(=O)c3ccccc3)o2)C(C(=O)OC)=C1C	7	-17	-4	-15	-13	-8	10	-7	3	-11	7
COc1ccc(N(CC(=O)NCc2cccs2)S(=O)(=O)c2cccc(C)c2)cc1	-8	15	0	-3	4	7	14	3	0	-5	-49
CC(=O)c1ccccc1NC(=O)CCNC(=O)c1ccco1	-7	-36	2	-19	-23	-23	-10	6	-3	1	12
COc1ccc(/C=C2\CCn3c2nc2cc(C(=O)O)ccc2c3=O)cc1O	-4	0	-7	-5	11	-14	-4	-4	1	-8	8
Cc1ccc(CNC(=O)C2CC2c2ccccc2)cc1 (stereo not drawn)	8	-6	11	-19	-12	2	-14	-11	-25	3	-21
Nc1cc(=O)[nH]c(SCCSc2ccc(F)cc2)n1	-7	32	6	30	11	8	2	-8	11	1	5
CC(C)c1ccccc1OCC(=O)NCC(c1cccs1)N1CCOCC1 (stereo not drawn)	11	23	1	-8	2	-32	24	10	20	-5	-14
Nc1ccc(Cl)cc1C(=O)OCC(=O)NC1CCS(=O)(=O)C1 (stereo not drawn)	21	-2	-4	-2	14	5	8	3	16	-3	30
Cc1c(C(=O)N(Cc2ccccc2)Cc2cccnc2)cnn1-c1ccc(F)cc1	-15	-12	-5	-24	-18	-10	8	-3	2	-10	2
CC(C)c1ccc(NC(=O)C2Cc3c(-c4ccccc4Oc4ccccc4)ccnc3O2)cc1 (stereo not drawn)	-81	-51	.	27	-37	-1	-56	-8	8	.	-21
C=CC[C@H](CC(=O)OC(C)(C)C)C(=O)OC[C@H]1CCCN1C(=O)[C@H](CC=C)CC(=O)N(CCO)Cc1ccccc1	9	9	-3	-6	14	0	12	10	0	-1	-3
O=C(O)c1ccccc1C(=O)NNc1cccc(Cl)n1	-28	-10	-4	-1	-43	-76	-49	-13	-40	-10	-24

Continued; the last 3 above are carried over.
SMILES	SRC3 inh	TWEAK Fn14 block	EBV LMP1 NFkB	C8 TRAIL sens	LRH-1 inv ag	SRC1 inh	COUP-TFII inh	NOD2-RIPK2 inh	TROY NFkB inh	TLR9-MyD88 block	NCOA2 inhibitor
CC(C)c1ccc(NC(=O)C2Cc3c(-c4ccccc4Oc4ccccc4)ccnc3O2)cc1 (stereo not drawn)	-81	-51	.	27	-37	-1	-56	-8	8	.	-21
C=CC[C@H](CC(=O)OC(C)(C)C)C(=O)OC[C@H]1CCCN1C(=O)[C@H](CC=C)CC(=O)N(CCO)Cc1ccccc1	9	9	-3	-6	14	0	12	10	0	-1	-3
O=C(O)c1ccccc1C(=O)NNc1cccc(Cl)n1	-28	-10	-4	-1	-43	-76	-49	-13	-40	-10	-24
Cc1ccc(CNS(=O)(=O)c2c(N)n(C)c(=O)n(C)c2=O)cc1	6	7	2	-3	0	-2	23	3	10	-3	12
CC(C)(C)c1ccc(NC(=O)COC(=O)c2ccc(CN3CCCC3=O)cc2)cc1	-38	-23	-2	5	3	-14	1	2	-29	-6	-29
Cc1cc(C(=O)COC(=O)c2ccco2)c(C)n1Cc1ccco1	10	93*	40	38	-19	17	58*	-8	84*	11	9
C#CCOc1ccc(/C=C2/C(=O)N(c3cccc(C(=O)O)c3)N=C2C)cc1OC	-25	-11	7	6	-12	-28	0	-2	-24	7	-18
CCCCOc1ccc(C(=O)N/C(=C\c2cccc([N+](=O)[O-])c2)C(=O)OC(C)C)cc1	-22	-33	-3	8	-25	-48	-16	-6	-40	-8	11
CN(/C=C1/C(=O)CNC1=O)CCO	-11	-25	-3	-2	-9	-26	-6	-8	2	.	-1
Nc1cnc(Br)cc1Br	-3	1	7	-1	-6	-5	1	-3	2	0	8
COc1cccc(S(=O)(=O)N(C)C[C@@H]2OCc3cnnn3CCCC(=O)N([C@@H](C)CO)C[C@H]2C)c1	5	-6	5	2	14	11	8	-4	-7	-3	2
CCOC(=O)N1CCN(S(=O)(=O)c2ccc(C(=O)NNc3nc4cc(C)cc(C)c4s3)cc2)CC1	-4	-19	5	13	14	15	.	-9	10	-5	.
CC(C)(C)CNC(=O)c1cccc2c1C(=O)c1ccc(N3CCCC3)cc1S2(=O)=O	8	25	5	-1	17	0	14	11	3	9	-30
COc1ccc(OC)c(N(CC(=O)N2CCOCC2)S(C)(=O)=O)c1	11	-3	4	6	4	10	3	-16	-14	-4	-16
C[C@H](CO)NC(=O)[C@H](C)[C@H]1C[C@]1(C)[C@H](NC(=O)OCc1ccccc1)c1ccccc1	13	17	0	-2	-2	1	4	2	-5	5	3
CC(C)C[C@H]1CN=C(N(C)C)N1CCc1cccc(F)c1	13	6	4	-11	-3	8	17	-6	-4	-8	-2
CCCn1c(=S)[nH]c2cc(C(=O)N3CCN(C)CC3)ccc2c1=O	-8	13	10	20	-3	5	-18	2	11	10	-6
CCN(CCO)C(=O)C(c1ccccc1)c1ccccc1	8	-7	6	-1	1	-1	-8	-9	3	-7	-4
CC(CN1CCOCC1)OC(=O)c1ccc2c(c1)OCCO2 (stereo not drawn)	-83	-14	-6	-5	-59	-75	-28	-5	-5	4	-36
Cc1ccc(/C=C/C(=O)N2CC(C)CC(C)C2)o1 (stereo not drawn)	-1	18	-23	-9	-7	6	-2	-2	5	5	-10
CCc1ccc(S(=O)(=O)/N=C2/C=C(Sc3ncn[nH]3)C(=O)c3ccccc32)cc1	88*	96*	24	25	95*	83*	.	-2	60*	-14	.
C#CCNC(=O)C1=C[C@H](c2ccc(Br)cc2)C[C@H](OCc2ccc(CO)cc2)O1	8	-12	-4	24	-5	-30	2	-5	-7	-4	23
O=C(CCCc1ccccc1)Nc1ccc(S(=O)(=O)N2CCOCC2)cc1	5	-15	-7	-9	-1	9	15	-3	-15	6	2
CN(C)S(=O)(=O)Nc1cccc(Br)c1	10	-4	-4	-5	16	-9	2	-10	14	-2	7
Cc1cccc(S(=O)(=O)N(C)C[C@H]2OCc3cn(nn3)CCCC(=O)N([C@H](C)CO)C[C@@H]2C)c1	1	-1	0	18	6	-6	-1	-2	1	-11	9
CCN(CC(=O)Nc1ccccc1C(F)(F)F)C(=O)c1ccc2c(c1)NC(=O)CS2	-5	-3	-7	-4	21	0	-11	8	1	-7	4
CN(CCc1ccccc1)C(=O)c1ccc(NC(=O)Cc2cccc(NC(=O)C3CCN(S(=O)(=O)c4cccc([N+](=O)[O-])c4)CC3)c2)cc1	-13	-17	-4	-2	3	5	1	3	14	-1	-25
CNC(=O)[C@@H]1C[C@H]1[C@@H](NC(=O)OCc1ccccc1)c1ccccc1	22	4	11	-1	24	-24	-30	-15	-1	6	-36

Reprinted at random: four records from the list, in no set order.
SMILES	SRC3 inh	TWEAK Fn14 block	EBV LMP1 NFkB	C8 TRAIL sens	LRH-1 inv ag	SRC1 inh	COUP-TFII inh	NOD2-RIPK2 inh	TROY NFkB inh	TLR9-MyD88 block	NCOA2 inhibitor
CCCCOc1ccc(C(=O)N/C(=C\c2cccc([N+](=O)[O-])c2)C(=O)OC(C)C)cc1	-22	-33	-3	8	-25	-48	-16	-6	-40	-8	11
C[C@H](CO)NC(=O)[C@H](C)[C@H]1C[C@]1(C)[C@H](NC(=O)OCc1ccccc1)c1ccccc1	13	17	0	-2	-2	1	4	2	-5	5	3
CN(CCc1ccccc1)C(=O)c1ccc(NC(=O)Cc2cccc(NC(=O)C3CCN(S(=O)(=O)c4cccc([N+](=O)[O-])c4)CC3)c2)cc1	-13	-17	-4	-2	3	5	1	3	14	-1	-25
Cc1ccc(/C=C/C(=O)N2CC(C)CC(C)C2)o1 (stereo not drawn)	-1	18	-23	-9	-7	6	-2	-2	5	5	-10
